Screening results deposited in PubChem by several laboratories.
SARS 3CLpro inh: SARS-CoV 3CLpro protease inhibitors, primary screen, biochemical, quenched FRET. Replicase polyprotein 1ab (Severe acute respiratory syndrome coronavirus), P0C6X7. recombinant SARS-CoV 3CLpro, quenched FRET peptide cleavage. inhibition, % at 6 µM. actives 0.14% (n = 290,000); in the data active = inhibition above about 12%
VHR inh abs: VHR1 phosphatase inhibitors, primary screen, biochemical, absorbance, uHTS. recombinant VHR phosphatase, pNPP absorbance. actives 0.52% (n = 290,000). Dual specificity protein phosphatase 3 (Homo sapiens), P51452. inhibition, % at 13.3 µM. AID 1654, 2009; in the data active = inhibition above about 50%; also: some compounds called inactive have numbers as strong as hits
Target sequence (P51452 whole entry, looked up): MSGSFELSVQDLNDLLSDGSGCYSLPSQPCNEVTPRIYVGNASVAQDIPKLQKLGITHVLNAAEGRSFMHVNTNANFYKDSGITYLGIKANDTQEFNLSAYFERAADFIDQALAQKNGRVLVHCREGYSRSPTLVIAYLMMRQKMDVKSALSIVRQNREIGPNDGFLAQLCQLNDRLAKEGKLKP
The depositor's hits bear a star; / = not tested or not shown. Only part of the results is shown. The share of hits here may be higher or lower than overall.

SMILES	SARS 3CLpro inh	VHR inh abs
C=C1[C@@H](C)C2[C@H](Cc3ccccc3)NC(=O)[C@]23OC(=O)CC[C@H](O)CCC[C@H](C)C/C=C/[C@H]3[C@@H]1O (stereo partly specified)	/	-13
CCc1ccc(N2CCCn3c2nc2c3c(=O)n(CCN3CCOCC3)c(=O)n2C)cc1	/	21
Cc1cc(C)n(-c2nc(SCC(=O)NCC3CCCO3)c3c4c(sc3n2)CCCC4)n1 (stereo unspecified)	/	20
Cc1nc(N2CCN(C(c3ccccc3)c3ccccc3)CC2)nc2c1C(=O)CCC2	/	11
COc1ccc(N2CCn3c2nc2c3c(=O)n(CCN3CCOCC3)c(=O)n2C)cc1	/	-7
CSC1=Nc2sc3c(c2C2=NCCN12)CCCC3	/	-10
COc1ccc(/C(O)=C2\C(=O)C(=O)N(CCCN(C)C)C2c2ccccc2F)cc1Cl (stereo unspecified)	/	17
COc1ccc(C2c3c(oc4c(C)cc(C)cc4c3=O)C(=O)N2Cc2cccnc2)cc1OC (stereo unspecified)	/	7
C=CCn1c(=N)c(C(=O)OC)cc2c(=O)n3cccc(C)c3nc21	/	-12
COC(=O)c1ccccc1NC(=O)c1c(O)c2cccc3c2n(c1=O)CCC3	/	5
Cc1ccc2nc(NC3=NCN(CCc4ccccc4)CN3)nc(C)c2c1	/	19
O=C1c2oc3ccc(Br)cc3c(=O)c2C(c2cccnc2)N1Cc1ccco1 (stereo unspecified)	/	44
O=C(NC1CCCCCC1)c1c(O)c2cccc3c2n(c1=O)CCC3	/	-8
c1cnc(N2CCN(c3ncnc4c3oc3ccccc34)CC2)nc1	/	12
CCc1c(C)nc(N)n2c(SCC(=O)N3CCN(c4ccccc4F)CC3)nnc12	/	0
Cn1cnnc1SCC(=O)N1c2ccccc2-c2c(ssc2=S)C1(C)C	/	14
Cc1ccc(S(=O)(=O)c2cc3c(=O)n4cc(C)ccc4nc3n(CC3CCCO3)c2=N)cc1 (stereo unspecified)	/	17
Cc1oc(-c2ccccc2Cl)cc1-c1nn2c(-c3ccco3)nnc2s1	/	37
C#CCOCCOCCOCCNc1nc(N2CCN(C(=O)[C@H](CCC(=O)O)n3cc(C(N)Cc4ccc(O)cc4)nn3)CC2)nc(N2CCN(C(=O)[C@H](Cc3ccc(O)cc3)n3cc(C(N)[C@H](C)CC)nn3)CC2)n1 (stereo partly specified)	/	26
Cc1nc2c(c(=O)n1Cc1ccco1)c1nc3ccccc3nc1n2Cc1ccccc1	/	13
CCN(CC)CCCN1C(=O)C(=O)/C(=C(/O)c2ccc3c(c2)CC(C)O3)C1c1ccncc1 (stereo unspecified)	/	19
COC(=O)CCC(=O)OC1(C)C(=O)C2=CN(CCN3CCOCC3)C(c3ccc(OC)cc3)=CC2=C(Br)C1=O (stereo unspecified)	/	15
COC(=O)c1ccc(CSc2ccc3nnc(-c4cccnc4)n3n2)o1	/	16
CCCCCCn1c(=O)c(-c2nc3ccccc3c(=O)[nH]2)c(O)c2ccccc21	/	17
c1ccc(-n2ncc3c(N4CCN(c5ccccn5)CC4)nc(N4CCOCC4)nc32)cc1	/	22
Clc1cccc(-c2nnc3sc(-c4ccc5c(c4)OCO5)nn23)c1	/	34
Cc1ccnc(SCCn2c(N3CCN(C)CC3)nc3c2c(=O)[nH]c(=O)n3C)n1	/	12
CCOc1ccccc1NC(=O)c1c(NC(=O)CNCc2ccco2)sc2c1CCC2	/	33
Cc1ccc2nc3c(cc(C#N)c(=O)n3CCN3CCOCC3)c(=O)n2c1	/	-27
Cc1nc(NC2=NCN(Cc3cccnc3)CN2)nc2c(C)cccc12	/	7
O=c1c2c3c(sc2n2cnnc2n1C1CCCCC1)CCC3	/	38
CN(C)CCCNc1c2c(c(C#N)c3nc4ccccc4n13)CCC2	/	28
Cn1c(=O)c2c(nc(N3CCN(Cc4ccccc4)CC3)n2CCSc2ncccn2)n(C)c1=O	/	8
C[n+]1nc(Nc2cccc3ccccc23)sc1-c1ccc(C(=O)O)cc1	/	19
CCCn1c(C)cc(C(=O)CSc2nnc3n(CCC)c(=O)c4ccccc4n23)c1C	/	24
COc1ccc(OC)c(N/C(=N\c2nc(C)cc(C)n2)NC(=O)c2ccco2)c1	/	3
O=C(CSc1ccc2nnc(-c3ccncc3)n2n1)N1CCc2ccccc21	/	2
CCOC(=O)c1ccc2c(c1)nc(COc1ccccc1C#N)n2CC	/	-5
Cc1nc(NC2=NCN(Cc3ccccc3)CN2)nc2ccccc12	/	0
Cc1ccc2nc(Nc3nc(=O)c4ccccc4n3C)nc(C)c2c1	/	15
CCOC(=O)c1c(C)[nH]c(C(=O)COC(=O)c2cn(CC)c3nc(C)ccc3c2=O)c1C	/	28
C[C@@H](C(=O)N1CCN(C(=O)OC(C)(C)C)CC1)n1cc(-c2cn([C@@H](C)C(=O)N3CCN(C(=O)OC(C)(C)C)CC3)nn2)nn1	/	15
COCCCn1c(=NC(=O)c2ccc3c(c2)OCO3)c(C#N)cc2c(=O)n3cccc(C)c3nc21	/	26
COc1cccc(C2C(C(=O)c3cccs3)=C(O)C(=O)N2CCCn2ccnc2)c1OC (stereo unspecified)	/	10
Cc1ccc2cc(C#N)c(SCC(=O)NCC3CCCO3)nc2c1C (stereo unspecified)	/	0
C#CCOCCOCCOCCNc1nc(N2CCN(C(=O)[C@H](CCCCN)n3cc(C(N)COC(=O)C(F)(F)F)nn3)CC2)nc(N2CCN(C(=O)[C@H](CCCCN)n3cc(C(N)CC(C)C)nn3)CC2)n1 (stereo partly specified)	/	11
COc1nc2ccccc2cc1-c1noc(-c2cccnc2)n1	/	17
CCCCc1nc2ccccc2c(=O)n1NC(=O)c1c(O)c2cccc3c2n(c1=O)CCC3	/	24
CSc1nc(N2CCN(CCO)CC2)c2sc3nc(-c4ccco4)c4c(c3c2n1)CCC4	/	8
O=C1CCCC2=C1C(c1ccccc1)C1=C(CCCC1=O)O2	/	21
Cc1ccc2[nH]c(=O)c(CN(CC3CCCO3)C(=O)c3ccco3)cc2c1 (stereo unspecified)	/	12
Cc1cccn2c(=O)c3cc(C(=O)NCCCN4CCOCC4)n(C)c3nc12	/	9
COC(=O)c1cc2c(=O)n3ccccc3nc2n(C)c1=N	/	-4
Cc1cc(N2CCN(C3CCCC3)CC2)n2ncc(-c3ccccc3)c2n1	/	32
CC(=O)Oc1ccc(N2C(=O)C3C(C2=O)C2(C)C=CC3(C)O2)cc1 (stereo unspecified)	/	25
COc1ccc(/C(O)=C2/C(=O)C(=O)N(CCCN(C)C)C2c2cccnc2)cc1 (stereo unspecified)	/	11
Cn1c(SCC(=O)Nc2cc(=O)n(C)c(=O)n2C)nnc1-c1cccs1	/	8
CCCn1c2c(c(O)c(C(=O)Nc3ccccn3)c1=O)CCCC2	/	4
CCn1c2ccccc2c2cc(C3C(C#N)=C(N)OC4=C3C(=O)CC(C)(C)C4)ccc21 (stereo unspecified)	/	10
CCOc1ccc(NC(=O)CN2CCC(NC(=O)C3CCCCC3)CC2)cc1	/	18

An excerpt of these results, field by field.
structure: C#CCOCCOCCOCCNc1nc(N2CCN(C(=O)[C@H](CCCCN)n3cc(C(N)COC(=O)C(F)(F)F)nn3)CC2)nc(N2CCN(C(=O)[C@H](CCCCN)n3cc(C(N)CC(C)C)nn3)CC2)n1 (stereo partly specified)
  SARS 3CLpro inh: /
  VHR inh abs: 11

structure: COc1nc2ccccc2cc1-c1noc(-c2cccnc2)n1
  SARS 3CLpro inh: /
  VHR inh abs: 17

Random excerpt: 3 records from the list, in no set order.
SMILES	SARS 3CLpro inh	VHR inh abs
Cc1ccc2[nH]c(=O)c(CN(CC3CCCO3)C(=O)c3ccco3)cc2c1 (stereo unspecified)	/	12
C#CCOCCOCCOCCNc1nc(N2CCN(C(=O)[C@H](CCCCN)n3cc(C(N)COC(=O)C(F)(F)F)nn3)CC2)nc(N2CCN(C(=O)[C@H](CCCCN)n3cc(C(N)CC(C)C)nn3)CC2)n1 (stereo partly specified)	/	11
O=C1CCCC2=C1C(c1ccccc1)C1=C(CCCC1=O)O2	/	21

Next records follow.
SMILES	SARS 3CLpro inh	VHR inh abs
CCOC(=O)N1CCC(NC(=O)C(NC(=O)C2CCCCC2)C(C)C)CC1 (stereo unspecified)	/	19
CCn1cc(C(=O)NC2CC3CCC2C3)c(=O)c2ccc(C)nc21 (stereo unspecified)	/	46
CCCCNC(=O)C(c1ccc(OCC(=O)OC)c(C(=O)OC)c1)N(CCc1ccccc1)C(=O)CCCCCN1C(=O)NC(c2ccc(-c3ccccc3)cc2)C(C(=O)OCc2ccccc2)=C1C (stereo unspecified)	/	30
CCN(CC)CCCN1C(=O)C(=O)/C(=C(/O)c2ccc(OC)c(Cl)c2)C1c1ccco1 (stereo unspecified)	/	0
Cc1oc(/N=C/c2c(O)ccc3ccccc23)c(C#N)c1C	/	8
O=C1CCCC2=C1C(c1c(Cl)nc3sccn13)C1=C(CCCC1=O)N2	/	-1
CCCCCOc1ccc(/C=c2\sc3ncnn3c2=O)cc1	/	-6
CCc1cc(=O)oc2cc(OCC(=O)N3CCc4ccccc43)ccc12	/	14
Cc1cc(C)c2nc(NC3=NCN(CCN4CCOCC4)CN3)nc(C)c2c1	/	11
Cn1c(-c2nonc2NC(=O)c2ccc(C(C)(C)C)cc2)nc2ccccc21	/	14
CCCc1nc(SCC(=O)c2ccc(OC)cc2)c2c(=O)n(C)c(=O)n(C)c2n1	/	13
COc1ccc2nc(C)c(C(=O)OCCN(C)C)cc2c1	/	12
CCc1c(C)nc(N)n2c(SCC(=O)N3CCN(c4ccccc4OC)CC3)nnc12	/	17
Brc1ccc(-c2nn3c(-c4ccncc4)nnc3s2)o1	/	32
CN(C)CCN1C(=O)c2oc3ccccc3c(=O)c2C1c1ccccc1 (stereo unspecified)	/	21
CCOC(=O)c1cc2c(=O)n3ccccc3nc2n(Cc2ccccc2Cl)c1=N	/	27
O=C1C2C3C=CC(C3)C2C(=O)N1CNc1ccc(O)cc1 (stereo unspecified)	/	46
CCN(CC)CCN1C(=O)C(O)=C(C(C)=O)C1c1ccccc1 (stereo unspecified)	/	36
C#CCOCCOCCOCCNc1nc(N2CCN(C(=O)[C@H](Cc3ccc(O)cc3)n3cc([C@@H](N)C(C)CC)nn3)CC2)nc(N2CCN(C(=O)[C@H](Cc3cc4ccccc4[nH]3)n3cc([C@@H](N)Cc4ccc(O)cc4)nn3)CC2)n1 (stereo partly specified)	/	30
COc1cccc(-c2nnc3sc(-c4ccc(Cl)cc4)nn23)c1	/	22
CCn1c(=O)c(C(=O)Nc2cnccn2)c(O)c2ccccc21	/	-30
Cc1nc(NC2=NCN(Cc3ccco3)CN2)nc2ccccc12	/	25
CNCCc1ccccc1	/	22
CCOC(=O)c1sc2ncn(/N=C/c3ccccn3)c(=O)c2c1C	/	32
Clc1cccc(-c2nn3c(-c4ccncc4)nnc3s2)c1	/	2
CCN1CCN(Cc2ccc3c(c2)Cc2ccccc2-3)CC1	/	8
Cn1cc(NC(=O)c2cc(NC(=O)c3cc(NC=O)cn3C)cn2C)cc1C(=O)NCCC(=N)N	/	3
CCC(=O)N1CC2(CC(c3cccc(NC(=O)COc4ccc(Cl)cc4)c3)=NO2)C[C@@H]1C(N)=O (stereo partly specified)	/	4
O=c1oc2c(CN3CCCCCC3)c(O)ccc2cc1-c1nc2ccccc2[nH]1	/	-9
Cc1nnc(NC(=O)CCC(=O)N2CCN(CCc3ccccc3)CC2)s1	/	21
COc1ccc(-c2nsc3c(N4CCN(S(=O)(=O)c5ccccc5)CC4)ncnc23)cc1	/	10
COC1CC(OC2CCC3(C)C(CCC4C3CCC3(C)C(C5=CC(=O)OC5)C(OC(C)=O)CC43O)C2)OC(C)C1OC1OC(COC2OC(CO)C(O)C(O)C2O)C(O)C(O)C1O (stereo unspecified)	/	3
Cc1cnc(C(=O)Nc2ccc(C(=O)N(C)C3CCCCC3)cc2)cn1	/	-2
Cc1nnc(-n2ncc(C#N)c2N)c2nn(-c3ccccc3F)c(C)c12	-2	/
CCOc1ccccc1C(=O)Nc1ccc(-c2nnc(-c3ccc(C)cc3)o2)cc1	1	/
Clc1ccc(Br)cc1-c1nc(-c2cccnc2)no1	1	/
COC(=O)c1cccc(Oc2nc(N3CCOCC3)nc(N3CCOCC3)n2)c1	0	/
Cc1cc(C)c2cc(CN(CC3CCCO3)C(=O)NC3CCCCC3)c(=O)[nH]c2c1 (stereo unspecified)	-3	/
O=C(CSc1nc2sc3c(c2c(=O)n1Cc1ccco1)CCC3)N1CCc2ccccc21	-5	/
COc1ccccc1C1c2c(oc3ccc(Cl)cc3c2=O)C(=O)N1c1cc(C)on1 (stereo unspecified)	6	/
Cc1ccc(C(C(=O)NC(C)(C)C)N(Cc2ccco2)C(=O)CCC(=O)Nc2nccs2)cc1 (stereo unspecified)	-3	/
CCOC(=O)C1=C(O)/C(=C/c2ccc(C)o2)SC1=NC(=O)c1ccccc1C	3	/
COc1ccc(N=CC2=C(Nc3ccc(OC)cc3)c3c(C)nn(-c4ccccn4)c3CC2)cc1	-3	/
CCOC(=O)CN1C(=O)C(Sc2nnc(-c3ccccc3OC)s2)CCc2ccccc21 (stereo unspecified)	-3	/
COc1ccc(CNC(=O)c2cc3c(=O)n4ccccc4nc3n(Cc3ccco3)c2=N)cc1	-1	/
CC(C)n1c(SCC(=O)N2c3ccccc3CCc3ccccc32)nc2c1c(=O)n(C)c(=O)n2C	4	/
CN1CCN(c2ncnc3c2sc2nc(N4CCOCC4)c4c(c23)CCC4)CC1	0	/
CN(C)c1ccc(/C=C2\C(=O)N(c3ccc([N+](=O)[O-])cc3)N=C2N2CCOCC2)cc1	-2	/
CN(C)CCCN1C(=O)C(=O)/C(=C(/O)c2ccc3c(c2)OCO3)C1c1ccco1 (stereo unspecified)	-4	/

Some of the entries above in another layout.
SMILES | SARS 3CLpro inh | VHR inh abs
Cc1ccc(C(C(=O)NC(C)(C)C)N(Cc2ccco2)C(=O)CCC(=O)Nc2nccs2)cc1 (stereo unspecified) | -3 | /
COc1ccccc1C1c2c(oc3ccc(Cl)cc3c2=O)C(=O)N1c1cc(C)on1 (stereo unspecified) | 6 | /
CCc1c(C)nc(N)n2c(SCC(=O)N3CCN(c4ccccc4OC)CC3)nnc12 | / | 17
Cn1c(SCC(=O)Nc2cc(=O)n(C)c(=O)n2C)nnc1-c1cccs1 | / | 8
